MC4R barr agon: agonists of human melanocortin 4 receptor (MC4R) beta-arrestin; P32245; U2OS MC4R beta-arrestin complementation, luminescence; percent of melanotan II response, DMSO zero; activation, % at 8.9 µM; hit rate 0.98% among 360,000; AID 540308;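 active = activation above a per-plate cutoff, the mean activation of sample wells on that plate plus 3 SD, cut at about 8% in these data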
PDI turbidity: blocks human protein disulfide isomerase activity; PDI insulin aggregation turbidity, A650, 90 min; hit rate 0.052% among 350,000; P07237; inhibition, % at 10 µM;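 active = mean inhibition across replicates of 30% or more, whatever share of single replicates reach that level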;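 also: absorbance from insulin aggregation driven by PDI reduction with DTT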
Target sequence (P07237 whole entry, looked up): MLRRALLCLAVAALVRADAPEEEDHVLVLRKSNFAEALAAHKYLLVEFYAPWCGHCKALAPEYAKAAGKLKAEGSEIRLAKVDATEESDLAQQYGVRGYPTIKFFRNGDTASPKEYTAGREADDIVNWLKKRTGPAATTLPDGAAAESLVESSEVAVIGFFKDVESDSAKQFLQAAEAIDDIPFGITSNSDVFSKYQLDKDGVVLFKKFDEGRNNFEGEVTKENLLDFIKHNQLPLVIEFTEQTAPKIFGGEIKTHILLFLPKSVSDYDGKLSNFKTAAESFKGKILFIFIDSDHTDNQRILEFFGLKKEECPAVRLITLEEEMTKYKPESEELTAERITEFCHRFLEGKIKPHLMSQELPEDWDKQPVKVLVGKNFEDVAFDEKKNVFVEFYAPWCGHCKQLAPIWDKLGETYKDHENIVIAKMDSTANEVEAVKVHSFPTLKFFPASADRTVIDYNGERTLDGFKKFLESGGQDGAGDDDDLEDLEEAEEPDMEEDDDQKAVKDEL
ABCB6 inh 2: blocks the human ABCB6 transporter. Q9NP58. K562-ABCB6 porphyrin accumulation, flow cytometry, 1 h; stronger effect = lower value. fluorescence ratio to DMSO, % at 10 µM. hit rate 0.19% among 360,000. AID 602162;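 active = fluorescence ratio to DMSO below 75%, the collection mean minus 3 SD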;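 also: signal is porphyrin accumulated inside mitochondria; 100% equals median channel fluorescence of DMSO control wells; lower ratio means ABCB6 inhibition with less porphyrin fluorescence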
Vif inh: inhibitors of HIV Vif; hit rate 0.35% among 340,000; AID 602346; inhibition, % at 7.49 µM; HEK293T cells, Vif self-association by quenched fluorescence, imaging, 24 h; in the data active = inhibition above about 50%, passing the limit was not always enough; also: some results filed as inactive read as strong as hits
aDG glyco act: alpha-DG glycosylation activation | activation, % at 10 µM | AID 624168 | Pro5-aDG cells, alpha-DG glycosylation AlphaScreen (IIH6); 0% Pro5, 100% B10-LARGE cell signal | hit rate 0.22% among 360,000;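 active = activation of at least 8% versus controls, or a plate z-score of at least 8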;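 also: Pro5 are CHO cells carrying HIG-tagged alpha-DG that lacks glycosylation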
m5-HT2A agonist: activates the mouse 5-HT2A serotonin receptor; CHO-K1 mHTR2A beta-arrestin complementation, luminescence; percent of 30 µM serotonin response; P35363; hit rate 0.66% among 360,000; activation, % at 7.6 µM;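 active = activation above a run cutoff, the mean activation of all tested compounds plus 3 SD, cut at about 14% in these data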;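 also: 0% = plate median of compound wells and 100% = 30 µM serotonin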
Target sequence (P35363 whole entry, looked up): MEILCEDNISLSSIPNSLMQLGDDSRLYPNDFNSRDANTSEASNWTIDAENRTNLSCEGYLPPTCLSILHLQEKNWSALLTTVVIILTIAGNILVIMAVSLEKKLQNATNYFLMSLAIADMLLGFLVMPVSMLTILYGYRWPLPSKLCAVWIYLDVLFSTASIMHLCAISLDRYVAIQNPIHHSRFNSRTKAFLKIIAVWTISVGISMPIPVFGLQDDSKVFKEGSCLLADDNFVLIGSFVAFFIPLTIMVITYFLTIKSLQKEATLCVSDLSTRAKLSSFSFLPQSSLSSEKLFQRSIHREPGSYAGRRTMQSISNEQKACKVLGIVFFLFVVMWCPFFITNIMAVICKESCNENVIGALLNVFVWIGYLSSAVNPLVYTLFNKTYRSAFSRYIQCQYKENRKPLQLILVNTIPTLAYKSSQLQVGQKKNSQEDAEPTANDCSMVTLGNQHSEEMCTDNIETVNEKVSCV
N-glyco inh: blocks N-linked glycosylation in D54 reporter cells | D54 ERlucT glycosylation luciferase reporter, 24 h; percent of 100 nM tunicamycin response | reporter increase, % at 12.5 µM | hit rate 0.23% among 360,000 | AID 588692;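 active = mean luciferase reporter signal, scaled so untreated is 0 and the glycosylation-blocking control 100, at or above a set limit in every replicate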;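 also: luciferase carries N-glycosylation sites so blocking glycosylation raises the light; 0% = median of neutral control wells and 100% = median of 100 nM tunicamycin wells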
MC4R antagonist: antagonists of human melanocortin 4 receptor (MC4R); hit rate 0.48% among 360,000; P32245; AID 540295; MC4R-expressing cells, MTII-stimulated cAMP, LANCE TR-FRET; inhibition, % at 6.5 µM;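 active = inhibition above its plate's cutoff, the mean of tested wells on that plate plus 3 SD, cut at about 29% in these data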;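 also: 0% = Melanotan II alone and 100% = Melanotan II plus saturating MCL0020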
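System – human MC4R-expressing U2OS cells · Also added – Melanotan II · Dosing – one concentration, 6.5 µM nominal · Timing – 30-min compound, 1-h challenge, 1-h detection, room temperature · Measured by – Eu-cAMP/anti-cAMP TR-FRET, emission 671 nm · Replicates – singlicate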
H9c2 protect: protects H9c2 cardiomyocytes from peroxide injury; H2O2 injury protection, ATPLite, 2 h; protection from H2O2 cell death, % at 20 µM; hit rate 0.63% among 360,000;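 active = compounds giving at least 50% protection of heart cells from peroxide-induced death in the single-dose screen, raw or plate-pattern-corrected value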;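 also: 0% = DMSO wells with peroxide and 100% = DMSO wells without peroxide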
CaV13 FRET inh: Primary screen for inhibitors of IQ motif and Ca2+-dependent inactivation inhibitor domain binding in CACNA1D, Förster resonance energy transfer in living cells, …. hit rate 0.098% among 340,000. AID 743397. HEK cells, CFP/YFP FRET ICDI-IQ, plate reader, 10 min; percent FRET-ratio fall versus neutral wells. inhibition, % at 12.3 µM;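 active = mean replicate inhibition of at least 30% and at least 1% of replicates passing that level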;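 also: 0% = median of the neutral control wells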
* hit, by the source's call; . = not tested or not shown. Hits appear at their usual frequency. Share with any hit: about 3.6%.

SMILES	MC4R barr agon	PDI turbidity	ABCB6 inh 2	Vif inh	aDG glyco act	m5-HT2A agonist	N-glyco inh	MC4R antagonist	H9c2 protect	CaV13 FRET inh
CCCC[C@@H]1CC2=C(C(=O)OC(C)(C)O2)[C@@H](c2ccc(Cl)cc2)O1	.	.	104.0	.	0.1	-6.0	.	.	.	-5.1
CS(=O)(=O)N(CC(=O)NC1CCCC1)c1cccc(F)c1	1.2	4.0	101.0	-3.4	-0.2	5.5	-1.3	-9.6	-4.5	-5.2
Cc1cccc(NC(=O)c2ccc(-n3cccn3)c([N+](=O)[O-])c2)c1	0.1	-6.6	.	8.5	0.3	2.2	1.6	8.4	9.4	.
Cc1ccc(NC(=O)CN2CCOCC2)cc1	-0.6	-4.6	98.0	.	0.1	14.5*	0.6	9.8	-1.4	-4.7
O=C1Nc2cc(C(=O)NCCCN3CCCC3)ccc2S/C1=C/c1cccc(Cl)c1	-1.8	-3.3	93.0	10.2	2.3	-12.4	-8.2	-0.5	-24.2	-3.8
C/C(Cc1ccccc1)=N\NC(=O)c1ccccn1	-4.0	0.0	99.0	10.2	-0.1	-3.3	1.0	2.4	0.7	-6.3
Cc1ccc(S(=O)CCNC(=O)Cc2ccc(Cl)cc2)cc1 (stereo not drawn)	-3.1	-8.0	102.0	9.1	-0.2	-6.8	1.2	2.1	-1.6	-9.7
CCC(=O)NC(=S)Nc1ccc(NC(=O)c2cccnc2)cc1	1.0	1.3	99.0	-2.6	-0.1	2.8	1.5	6.1	1.7	4.5
COc1ccc(Cl)cc1C(=O)N1CCN(c2ccccn2)CC1	0.8	12.2	99.0	21.3	0.0	-3.9	1.6	9.4	9.1	.
CCOc1ccc(NC(=O)C(C)NS(=O)(=O)c2ccc(NC(C)=O)cc2)cc1 (stereo not drawn)	2.8	-0.6	101.0	-1.8	-0.2	0.0	-0.5	1.3	-3.8	-6.7
CCOC(=O)C1C(=O)CC(C)(O)C(C(=O)OCC)C1c1ccc(C)s1 (stereo not drawn)	-2.0	-1.7	99.0	3.3	-0.2	0.8	0.3	3.4	-0.4	-3.3
C[C@H]1CN([C@@H](C)CO)S(=O)(=O)c2ccc(Br)cc2O[C@H]1CN(C)C(=O)C1CCC1	-0.5	7.4	97.0	.	0.2	-4.8	-2.8	9.5	3.6	-3.1
CCCc1nc(SCC(=O)N2CCc3ccccc3C2)c2ccccc2n1	1.4	-1.0	100.0	-6.0	0.7	0.5	0.3	10.7	7.7	-7.2
Cc1cc(C)n(-c2nc(-c3ccc(Cl)c(Cl)c3)cs2)n1	-1.7	5.5	89.0	.	0.2	2.9	3.6	4.5	4.6	-0.2
Cc1c(CCO)sc[n+]1CC(=O)OC12CC3CC(CC(C3)C1)C2	-1.6	-4.1	103.0	-2.6	0.1	0.8	3.5	9.0	0.7	-15.0
O=C(CNc1cccc(S(=O)(=O)N2CCOCC2)c1)Nc1ccccc1F	0.0	-4.1	94.0	4.3	-0.4	6.4	1.9	0.5	-1.9	-6.8
CCN(C(=S)NCc1ccccc1)c1cccc2ccccc12	-0.4	6.0	95.0	2.0	0.5	-2.0	-6.3	17.1	-5.4	4.9
O=S(=O)(c1ccc(F)cc1)n1ccc(-c2cccc(OCc3c(F)cccc3Cl)c2)n1	-2.0	-4.4	99.0	11.7	-0.1	4.6	-4.6	13.9	-3.6	-5.6
O=C(Nc1ccccn1)C1CCN(S(=O)(=O)c2ccc(Cl)cc2)CC1	0.3	8.7	98.0	-8.2	-0.2	10.1	-2.2	8.1	4.9	-7.2
CCCn1cc(CN2CCCC(C(=O)c3ccc4c(c3)OCO4)C2)c(C)n1 (stereo not drawn)	0.8	-1.5	99.0	-5.9	0.4	-8.2	-2.1	4.4	-5.9	-4.9
Cc1cnc(=O)[nH]c1SCc1ccc(C(F)(F)F)cc1	-1.9	2.2	103.0	-11.1	-0.1	-5.9	3.5	-7.8	-4.3	-6.8
CC(=O)Nc1ccc(C(=O)N2CCCCC2c2cc(C(=O)Nc3ccccc3)no2)cc1 (stereo not drawn)	0.2	1.1	98.0	-8.5	-0.2	-3.7	0.9	4.5	-3.7	-10.0
O=C(c1cc(S(=O)(=O)N2CCCC2)c(Cl)cc1Cl)N1CCCC1	-0.9	9.7	96.0	-0.7	-0.1	13.8	1.0	-3.2	10.6	-2.0
C[C@H]1CN([C@@H](C)CO)C(=O)CCCn2nncc2CO[C@@H]1CN(C)Cc1ccc2c(c1)OCO2	0.2	-2.2	105.0	.	0.2	-3.7	1.3	7.7	3.1	-7.6
CN(CC(=O)Nc1cccc(F)c1)CC(=O)Nc1cccc(S(=O)(=O)N2CCCCCC2)c1	-1.4	-1.9	95.0	4.6	0.2	-6.1	-0.4	7.7	-0.2	-4.8
CCOC(=O)N1CCN(C(=O)c2ccc(C)c(S(=O)(=O)Nc3ccccc3)c2)CC1	-1.1	-5.0	100.0	13.3	0.1	-1.7	-0.9	3.8	5.2	1.2
COc1ccc(N(CC(=O)NCc2cccnc2)S(=O)(=O)c2ccc(C)c([N+](=O)[O-])c2)cc1	-2.5	2.1	97.0	-3.4	0.2	-2.6	0.1	5.3	-2.1	-4.5
COCCn1c(SCc2cccc([N+](=O)[O-])c2)nc2ccccc2c1=O	-1.1	1.8	93.0	-1.8	0.0	-1.7	-10.1	3.4	-6.4	-3.5
O=C(O)Cc1ccc(NC(=O)Nc2ccc3c(c2)OCO3)cc1	1.1	14.4	103.0	8.5	-0.2	5.6	3.3	0.6	-8.4	-2.8
Cc1ccc2[nH]c(=O)c(NC(N)=S)nc2c1	-3.6	-19.3	97.0	0.2	0.0	-1.7	8.4	-15.0	0.2	-3.1
COc1cc(OC)c(OC)cc1CN1CCN(C(=O)CC(C)C)CC1	-0.6	6.1	97.0	-0.4	0.0	4.8	3.4	8.9	-0.1	-18.6
Cn1nccc1C(=O)Nn1cnnc1	-0.3	-3.8	99.0	2.5	-0.2	-2.0	0.4	5.3	8.9	-2.9
Cc1cc(C)n(CC(C)NC(=O)c2cc(COc3ccc(F)c(F)c3)on2)n1 (stereo not drawn)	-0.5	-8.2	97.0	-2.4	0.1	-1.2	-0.9	2.7	-5.1	-3.9
CC1CCN(C(=O)c2ccc(S(=O)(=O)Cc3cccc(F)c3)c([N+](=O)[O-])c2)CC1	-2.6	7.6	101.0	-1.9	1.2	1.6	-6.0	12.5	-6.4	-8.1
O=C(/C=C/c1ccco1)Nc1cccc(C(=O)Nc2ccccc2C(=O)O)c1	1.1	18.2	99.0	1.1	0.1	3.4	0.4	-3.2	-1.6	-5.1
COc1ccccc1C(=O)NNC(=O)c1cccc(Cl)c1	1.5	-2.1	105.0	4.4	0.6	0.7	-11.4	23.6	-11.4	-6.9
Cc1ccc(/C=C/C(=O)c2ccccc2O)cc1	-1.0	-2.1	99.0	-3.8	0.1	-0.3	4.3	-2.5	-6.0	-2.3
CC(C)(C)c1ccc(C(=O)N2CCC(C(=O)NCCC3=CCCCC3)CC2)cc1	3.8	-2.3	94.0	5.7	0.5	-4.2	1.0	15.4	-5.3	.
O=C(CCNS(=O)(=O)c1ccc(Br)cc1)NC1CCN(Cc2ccccc2)CC1	-0.8	-3.1	90.0	-8.8	0.1	-10.4	-2.5	-1.1	-5.3	-2.9
Cc1cccc(OCCSc2nc3ncnc(N)c3[nH]2)c1	-3.2	0.4	71.0*	-0.4	-0.3	0.8	1.3	4.3	-0.5	-4.7
CC(C)(C)c1ccc(C(=O)Nc2ccc(C(=O)N3CCOCC3)cc2)cc1	-4.2	4.0	94.0	-2.2	0.0	1.8	-1.5	9.6	-2.4	-5.9
Cc1ccsc1/C=N/NC(=O)c1cccs1	2.6	1.1	103.0	-5.2	0.0	-3.5	1.5	0.7	21.2	-6.6
COc1ccccc1CNS(=O)(=O)c1cc(C(=O)NCC2CCCO2)c(Cl)cc1Cl (stereo not drawn)	-2.2	-19.8	96.0	-0.1	0.2	6.8	1.0	3.1	3.1	-5.4
O=C(NCCCC1CCCC1)C1CCC(=O)N(Cc2cccc(F)c2)C1 (stereo not drawn)	-0.2	1.4	101.0	-0.2	1.7	7.6	3.5	0.4	-2.1	-10.2
Cc1ccc(C(=O)NCC2CCCN2S(=O)(=O)c2ccc(C)cc2)cc1 (stereo not drawn)	-3.0	-1.0	101.0	-6.8	0.1	1.8	0.5	-0.8	0.4	-5.6
CCCCOc1ccc(C2(C(=O)O)CCCC2)cc1	-0.9	-8.3	87.0	23.0	-0.1	-3.4	1.6	1.5	-1.0	.
Cc1ccc(/C=C2\SC(=S)N(C3CCS(=O)(=O)C3)C2=O)o1 (stereo not drawn)	-1.6	-4.5	97.0	-7.0	-0.3	0.6	-1.2	-4.8	-12.4	-5.7
Cc1ccc(C)c(Cn2cnc3c(nnn3-c3ccc(F)cc3)c2=O)c1	13.4*	4.9	95.0	1.1	0.5	4.2	1.7	0.7	-8.7	-3.4
CC(c1ccccc1)n1cc(C(=O)NCC2COc3ccccc3O2)nn1 (stereo not drawn)	3.2	3.0	98.0	17.3	0.2	-1.3	0.9	-1.7	-5.9	-4.9
Cc1cccc(C)c1-n1nnnc1SCC(=O)c1c(N)n(C2CC2)c(=O)[nH]c1=O	1.4	-3.7	99.0	-2.6	-0.2	-2.4	3.8	13.4	-8.0	-5.6
CCN(c1ccccc1)S(=O)(=O)c1ccc(OC)c(NC(=O)c2cccs2)c1	-2.2	-0.5	102.0	-12.0	-0.3	-2.6	4.2	9.9	-5.6	2.5
COC(=O)CCC(=O)Nc1ccc(S(=O)(=O)N2CCc3ccccc32)cc1	-0.5	-1.2	99.0	-12.8	0.1	-5.4	-1.6	3.0	-0.1	0.2
C[C@@H]1CN([C@@H](C)CO)C(=O)CCCn2nncc2CO[C@@H]1CN(C)S(=O)(=O)c1ccc(Cl)cc1	0.1	1.8	95.0	.	-0.2	-2.9	2.2	-2.7	-9.5	-2.3
Cc1cc(C)cc(C(N)=Nc2cccc(C#N)c2)c1	0.8	-5.1	92.0	-8.0	0.0	1.3	7.0	-4.0	-5.2	-3.4
CCOc1ccc(NC(=O)CN(C)C2=NS(=O)(=O)c3ccccc32)cc1	-1.3	7.2	97.0	-7.2	-0.1	-1.3	4.1	-4.6	2.7	-7.1

Whole records as entered above.
Listed for O=S(=O)(c1ccc(F)cc1)n1ccc(-c2cccc(OCc3c(F)cccc3Cl)c2)n1 : MC4R barr agon: -2.0; PDI turbidity: -4.4; ABCB6 inh 2: 99.0; Vif inh: 11.7; aDG glyco act: -0.1; m5-HT2A agonist: 4.6; N-glyco inh: -4.6; MC4R antagonist: 13.9; H9c2 protect: -3.6; CaV13 FRET inh: -5.6
Listed for COc1ccc(N(CC(=O)NCc2cccnc2)S(=O)(=O)c2ccc(C)c([N+](=O)[O-])c2)cc1 : MC4R barr agon: -2.5; PDI turbidity: 2.1; ABCB6 inh 2: 97.0; Vif inh: -3.4; aDG glyco act: 0.2; m5-HT2A agonist: -2.6; N-glyco inh: 0.1; MC4R antagonist: 5.3; H9c2 protect: -2.1; CaV13 FRET inh: -4.5

Screens from PubChem BioAssay.
